# Screens deposited in PubChem by NCI.
# NCI-60 one-dose screen, 48 h, at 10 µM unless noted. Numbers give growth in % (100 = growth as untreated, 0 = no growth, -100 = all killed).
# PC-3 – PC-3 prostate cancer cells; 80,000 compounds, 3.9% hits
# DU-145 – DU-145 prostate cancer; 81,000 compounds, 4.2% hits; AID 1794760
# OVCAR-8 – OVCAR-8 ovarian cancer. 81,000 compounds, 4.4% hits
# OVCAR-3 – OVCAR-3 ovarian cancer; AID 1794787; 79,000 compounds, 7% hits
# HCC-2998 – HCC-2998 colon cancer. 79,000 compounds, 4.7% hits
# OVCAR-4 – OVCAR-4 ovarian cancer cells | 80,000 compounds, 3.7% hits
# SW-620 – SW-620 colon cancer; 82,000 compounds, 5.2% hits
# KM12 – KM12 colon cancer cells. 82,000 compounds, 5% hits
# OVCAR-5 – OVCAR-5 ovarian cancer | 82,000 compounds, 2.9% hits
# An asterisk follows results filed as active; nt = no result given; & = joins results of further samples. Rule for the calls: active = growth percent below 10; inactive = the rest.
SMILES,PC-3,DU-145,OVCAR-8,OVCAR-3,HCC-2998,OVCAR-4,SW-620,KM12,OVCAR-5
CC(C)(C)n1cc(C(=O)c2ccccc2)cc1-c1ccccc1,87.7,96.7,94.7,87.5,88.0,63.3,98.6,88.2,104.6
Cc1cccc(N)c1,93.3,101.1,102.1,101.8,107.3,106.1,93.5,103.5,91.5
COc1ccc(C(Cc2ccc(Cl)cc2)NCCO)cc1 (stereo not given),58.2,104.1,102.5,99.1,88.5,102.4,98.7,97.1,90.4
S=P(c1ccccc1)(N1CC1)N1CC1,96.2,120.7,104.6,114.6,94.9,116.5,106.8,111.2,113.6
CC1=C2C(=O)[C@H]3[C@@H](CC=C4C[C@@H](O)CC[C@@]43C)[C@@H]2CC[C@]12O[C@@H]1C[C@H](C)CN[C@H]1[C@H]2C,nt,150.9,89.3,140.2,140.6,96.3,99.2,112.0,94.0
CC1(C)N=C(N)N=C(N)N1c1ccc(CCCC(=O)Nc2ccccc2S(=O)(=O)F)cc1,54.7,108.4,103.8,103.7,113.8,103.3,100.7,106.7,99.6
Brc1ccc(Br)cc1,102.3,113.5,100.4,115.9,113.4,nt,109.4,105.0,98.7
C1CC2NCCC3NCCC(N1)N32 (stereo not given),95.9,113.3,111.6,109.5,nt,114.1,107.8,104.0,92.8
COc1ccc(-c2nc(C#N)c(N3CCC(S(=O)(=O)F)CC3)o2)cc1,91.3,100.4,94.1,nt,108.0,103.7,94.4,95.4,106.2
O=C(O)C(O)(c1ccccc1)C1CCCCC1 (stereo not given),92.3,114.8,107.7,117.3,96.9,nt,108.0,105.8,98.2

# Record cards, as listed above.
# CC(C)(C)n1cc(C(=O)c2ccccc2)cc1-c1ccccc1 across the screens: PC-3: 87.7; DU-145: 96.7; OVCAR-8: 94.7; OVCAR-3: 87.5; HCC-2998: 88.0; OVCAR-4: 63.3; SW-620: 98.6; KM12: 88.2; OVCAR-5: 104.6
# COc1ccc(-c2nc(C#N)c(N3CCC(S(=O)(=O)F)CC3)o2)cc1 across the screens: PC-3: 91.3; DU-145: 100.4; OVCAR-8: 94.1; OVCAR-3: nt; HCC-2998: 108.0; OVCAR-4: 103.7; SW-620: 94.4; KM12: 95.4; OVCAR-5: 106.2

# (further entries)
SMILES,PC-3,DU-145,OVCAR-8,OVCAR-3,HCC-2998,OVCAR-4,SW-620,KM12,OVCAR-5
COc1ccc(CC(N)c2ccc(OC)c(OC)c2)cc1OC (stereo not given),95.6,107.5,105.2,109.0,109.2,97.7,97.4,101.0,96.0
O=C(/C=C/c1ccc([N+](=O)[O-])cc1)Nc1cccc(S(=O)(=O)F)c1,97.4,116.2,101.2,126.6,106.7,95.9,104.7,120.5,94.4
C/C(=N\O)C(CN1CCCCC1)C(c1ccccc1)c1c(O)c2ccccc2oc1=O (stereo not given),96.9,105.5,108.1,106.9,100.1,108.0,101.4,103.4,110.2
CCCCC(CC)C(=O)C(CCN(C)C)(c1ccccc1)c1ccccn1 (stereo not given),75.8,98.5,84.5,92.2,91.8,86.4,91.8,92.5,103.0
O=C(O)c1cc(I)cc(I)c1I,96.9,107.7,102.8,104.9,97.5,114.9,106.5,107.9,109.2
COc1cccc(C=C2C(=O)NC(=S)NC2=O)c1O,95.3,114.9,102.1,109.6,117.2,94.8,94.5,101.6,102.4
C[C@]1(O)CC[C@H]2[C@@H]3CCC4=CC(=O)CCC4=C3C=C[C@@]21C,105.4,112.6,98.9,128.0,109.3,96.7,113.2,113.5,103.1
N#CCCN1CCN(c2ccccc2)CC1,97.8,103.3,89.0,116.5,92.3,105.0,103.3,99.1,81.0
COc1ccc(C2=NN(C=O)C(c3sc(N(CCCl)CCCl)nc3Cl)C2)cc1 (stereo not given),79.7,109.7,91.9,95.0,103.4,95.7,92.8,95.8,93.3
O=C1CCCCC1CN1CCCCC1 (stereo not given),97.8,100.3,110.3,100.1,97.8,119.2,101.1,98.1,97.1
C=C[Se]CC(=O)/C=C/c1ccccc1,29.1,87.5,59.5,89.1,85.4,95.3,87.9,26.6,89.9
COC(=O)C12CC(NC(=O)c3csc([C@@H](C[C@H](C(C)C)N(C)C(=O)[C@@H](NC(=O)[C@H]4CCCCN4C)C4CC4)OC(C)=O)n3)(C1)C2,23.4,4.4*,19.3,-25.2*,21.8,43.5,25.4,1.4*,35.7
CCN(CC)CCOC(=O)C(O)(c1ccccc1)c1ccccc1,104.4,114.1,104.9,108.3,101.0,128.9,105.5,98.6,92.4
CC[N+](C)(CC)CCC(C(N)=O)(c1ccccc1)c1ccccc1,90.5,110.4,109.6,109.0,103.6,102.7,100.7,105.0,105.4
C[C@H](OC(N)=O)[C@@H](O)c1ccccc1Cl,98.6,101.3,100.8,111.8,96.1,109.6,93.5,106.4,94.5
CCC1CN1P(=O)(N1CCCC1)N1CC1CC (stereo not given),nt,109.6,104.0,103.3,96.6,63.9,98.3,101.6,98.8
Nc1cccc2ccccc12,71.0,105.7,98.6,97.7,106.8,101.6,103.3,104.9,99.3
C[C@]12CC[C@H]3[C@@H](C[C@@H]4SC(Nc5cccc(F)c5)=N[C@@]45CC(=O)CC[C@]35C)[C@@H]1CCC2=O,19.1,17.2,39.6,-5.2*,75.5,59.2,4.6*,38.7,65.5
Cc1ccccc1NC(=O)CCl,102.7,107.9,105.6,102.5,nt,98.9,109.3,106.8,132.1
COC(=O)C1=C(Nc2ccccc2)C(=O)OC12C(=O)Nc1ccc([N+](=O)[O-])cc12 (stereo not given),85.1,111.3,96.9,86.7,97.4,100.5,95.3,98.8,101.6
CCCCCCCCOP(=O)(OCCCCCCCC)C(O)C(Cl)(Cl)Cl (stereo not given),68.4,111.5,100.1,115.4,109.4,81.1,106.9,107.5,110.6
COc1ccc2nc(NC(=O)COc3cc(/C=C\c4cc(OC)c(OC)c(OC)c4)ccc3OC)sc2c1,30.4,0.4*,24.0,-39.0*,45.5,49.0,25.5,16.8,71.6
Cc1cccc(NP2(=O)NCCCN2)c1,99.2,117.4,94.2,113.5,104.1,nt,114.6,106.5,108.7
CCOC(=O)C1CCC2(CC1)OOC1(O2)C2CC3CC(C2)CC1C3 (stereo not given),61.8,100.6,98.8,73.4,95.5,102.2,97.1,88.7,110.4
CCOP(=O)(CC(=O)c1ccccc1)OCC,99.5,nt,103.5,110.1,108.4,109.6,105.7,106.7,109.0
Nc1ccc(CC2=NCCN2)cc1,96.2,116.7,108.6,107.8,nt,112.5,101.9,107.7,99.1
CCN(CC)C(=O)C(CCN1CCCCC1)(c1ccccc1)c1ccccc1,85.0,110.5,109.7,101.8,100.8,94.6,93.8,103.4,96.0
CC1CC2CC(=O)CCC2(C)C2CCC3(C)C(O)CCC3C12 (stereo not given),90.4,92.1,98.3,98.4,94.7,76.4,118.0,104.6,80.1
CCCN(CCC)N=O,103.7,104.1,110.4,107.2,nt,106.4,107.9,111.9,97.5
O=C1NC(=O)N(Cc2ccccc2)C(=O)C1Cc1ccccc1 (stereo not given),110.6,114.4,109.4,119.0,104.4,102.2,108.7,105.6,111.1
CC12OOC(C)(OO1)C2CCC(=O)NCCCNc1ccnc2cc(Cl)ccc12 (stereo not given),84.1,-74.4*,94.9,-49.6*,105.8,-42.2*,18.9,86.4,84.4
NN=C(N)N,98.8,119.6,99.6,122.3,104.7,nt,106.4,107.9,102.3
COC(=O)[C@@H](C)C[C@H](Cc1ccc(F)cc1)NC(=O)c1csc([C@@H](C[C@H](C(C)C)N(C)C(=O)[C@@H](NC(=O)[C@H]2CCCCN2C)C(C)C)OC(C)=O)n1,28.4,13.5,30.0,-27.4*,21.8,49.2,26.9,12.4,53.7
COC(=O)CCP(CCC(=O)OC)c1ccccc1,99.9,110.2,104.6,107.3,104.0,102.5,105.1,111.2,nt
O=C(O)C(O)(c1ccccc1)C1CCCC1 (stereo not given),82.6,109.0,101.3,92.7,124.6,103.5,105.5,103.5,98.6
C#CCOC(=O)Cc1ccccc1,100.7,117.0,108.4,115.2,110.3,92.6,107.1,101.7,105.1
CCCCNP(=O)(Oc1ccccc1)Oc1ccccc1,98.0,nt,101.8,103.6,115.7,89.9,101.0,108.3,90.6
N/C(=N/N=C/c1ccncc1)N[N+](=O)[O-],97.9,107.9,103.4,112.6,109.5,103.4,105.7,100.2,94.2
CCC1(c2ccc(C)cc2)C(=O)NC(=S)NC1=O,99.1&86.9,91.6&116.1,104.8&100.1,104.1&118.5,118.0&99.4,101.1&101.6,116.0&108.0,96.0&113.0,115.0&99.8
CC(=O)[C@H]1CC[C@H]2[C@@H]3CC[C@@H]4C[C@H](O)CC[C@]4(C)[C@H]3C(=O)C[C@]12C,95.1,117.8,106.2,102.7,107.3,100.6,107.6,102.2,106.9
Nn1cnnc1,103.1,108.0,102.7,102.5,99.0,104.9,102.8,104.3,105.7
COc1ccc(C(=O)OC2CC3CCC(C2)N3C)cc1OC (stereo not given),100.9,110.2,98.4,106.3,117.5,107.7,101.4,100.5,104.7
COc1ccc(S(=O)(=O)Nc2c(/C=C\c3cc(OC)c(OC)c(OC)c3)ccc(OC)c2O)cc1OC,28.2,-10.2*,20.3,-20.9*,22.6,43.0,22.6,4.9*,33.7
C[C@]12CCc3sc(Nc4ccccc4Cl)nc3C1=CC[C@@H]1[C@@H]2CC[C@]2(C)C(=O)CC[C@@H]12,95.7,91.4,98.9,110.2,126.8,95.5,103.8,109.3,98.5
CC1(C)C=Cc2c(ccc3c4c([nH]c23)C(C)(C)[C@H]2C[C@]35CCCN3C(=O)[C@@]2(C4)NC5=O)O1,105.8,110.0,110.1,105.6,100.3,103.4,107.8,99.9,103.0
C[C@H]1C[C@H]2[C@@H]3CC[C@](C)(O)[C@@]3(C)CC(=O)[C@]2(F)[C@@]2(C)CCC(=O)C=C12,88.3,119.3,105.7,93.2,99.8,98.1,106.8,105.6,98.2
C[N+](C)(C)Cc1ccccc1 (tested in a mixture with another compound),101.3,107.0,107.0,103.4,95.3,110.4,116.4,99.7,97.5
COc1ccc(C=O)cc1O,85.9,123.0,97.5,107.6,96.0,99.7,105.4,104.9,86.0
COc1ccccc1NC1=NCCS1,94.4,118.6,101.7,111.9,111.2,100.3,111.7,110.5,108.3

# Entries listed so far that contain a carbonyl joined to an NH by a bond outside any ring, in the order listed:
SMILES,PC-3,DU-145,OVCAR-8,OVCAR-3,HCC-2998,OVCAR-4,SW-620,KM12,OVCAR-5
CC1(C)N=C(N)N=C(N)N1c1ccc(CCCC(=O)Nc2ccccc2S(=O)(=O)F)cc1,54.7,108.4,103.8,103.7,113.8,103.3,100.7,106.7,99.6
O=C(/C=C/c1ccc([N+](=O)[O-])cc1)Nc1cccc(S(=O)(=O)F)c1,97.4,116.2,101.2,126.6,106.7,95.9,104.7,120.5,94.4
COC(=O)C12CC(NC(=O)c3csc([C@@H](C[C@H](C(C)C)N(C)C(=O)[C@@H](NC(=O)[C@H]4CCCCN4C)C4CC4)OC(C)=O)n3)(C1)C2,23.4,4.4*,19.3,-25.2*,21.8,43.5,25.4,1.4*,35.7
CC[N+](C)(CC)CCC(C(N)=O)(c1ccccc1)c1ccccc1,90.5,110.4,109.6,109.0,103.6,102.7,100.7,105.0,105.4
C[C@H](OC(N)=O)[C@@H](O)c1ccccc1Cl,98.6,101.3,100.8,111.8,96.1,109.6,93.5,106.4,94.5
Cc1ccccc1NC(=O)CCl,102.7,107.9,105.6,102.5,nt,98.9,109.3,106.8,132.1
COc1ccc2nc(NC(=O)COc3cc(/C=C\c4cc(OC)c(OC)c(OC)c4)ccc3OC)sc2c1,30.4,0.4*,24.0,-39.0*,45.5,49.0,25.5,16.8,71.6
CC12OOC(C)(OO1)C2CCC(=O)NCCCNc1ccnc2cc(Cl)ccc12 (stereo not given),84.1,-74.4*,94.9,-49.6*,105.8,-42.2*,18.9,86.4,84.4
COC(=O)[C@@H](C)C[C@H](Cc1ccc(F)cc1)NC(=O)c1csc([C@@H](C[C@H](C(C)C)N(C)C(=O)[C@@H](NC(=O)[C@H]2CCCCN2C)C(C)C)OC(C)=O)n1,28.4,13.5,30.0,-27.4*,21.8,49.2,26.9,12.4,53.7

# This is a subset. The share of hits here may be higher or lower than overall.
